# Source: PubChem
# HP1b binding inh = inhibitors of HP1-beta chromodomain binding to methylated histone tails; AlphaScreen HP1-beta / biotin-H3K9me3 peptide binding; Potency, µM (doses to about 114 µM), inactives show at the highest dose activity change, negative = inhibition, hits mostly inhibitors; 390,000 tested, 0.56% active; also: nearly all actives have a fitted effect of over 70% in size; inactives centre near 23
# Target sequence (P83916 whole entry, looked up): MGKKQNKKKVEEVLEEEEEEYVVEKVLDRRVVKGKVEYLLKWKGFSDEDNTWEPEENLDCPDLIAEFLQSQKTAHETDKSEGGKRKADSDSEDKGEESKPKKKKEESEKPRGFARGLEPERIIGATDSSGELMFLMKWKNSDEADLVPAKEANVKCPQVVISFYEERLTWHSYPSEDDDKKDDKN
#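 Compound inhibition of the preformed complex between 50 nM HP1-beta and 50 nM biotinylated H3K9me3 peptide was read by AlphaScreen. Buffer was PBS pH 7.4 with 0.01% Tween-20. Incubations ran 30 min at room temperature, with 10 ug/mL donor/acceptor beads.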
# RGS4 inhibitor = inhibitors of human regulator of G protein signaling 4 | P49798 | Transcreener GDP fluorescence polarization, RGS4-accelerated GTP hydrolysis | Potency, µM (highest dose often 114 µM), inactives show at the highest dose activity change, negative = inhibition, usual class: inhibitors | 390,000 tested, 0.039% active | AID 504845; also: % is scaled to controls: 0 for no effect and ±100 for the full control effect; nearly all actives have a fitted effect of over 75% in size; some results filed as inactive show a strong effect at the top dose
# Target sequence (P49798 whole entry, looked up): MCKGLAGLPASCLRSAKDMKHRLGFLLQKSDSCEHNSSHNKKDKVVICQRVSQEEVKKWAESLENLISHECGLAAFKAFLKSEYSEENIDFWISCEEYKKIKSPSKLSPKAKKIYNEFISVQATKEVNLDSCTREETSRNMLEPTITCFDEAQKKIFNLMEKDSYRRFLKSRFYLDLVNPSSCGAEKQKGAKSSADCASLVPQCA
#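 MLSMR compounds (23 nl, pin-transferred) preincubated 10 min at room temperature with a 500nM (2x) first reagent, then RGS4 at 900nM (2x) plus Transcreener GDP mix added; fluorescence polarization (620/688 nm) read before and after 90 min at 30 °C.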
# JMJD2A Tudor inh = JMJD2A Tudor domain (human) inhibition. O75164. AlphaScreen JMJD2A-Tudor / H3K4me3 peptide binding. Potency, µM (highest dose often 114 µM), without a hit: at the top dose activity change, negative = inhibition, usual class: inhibitors. 390,000 tested, 4.4% active; also: % is scaled to controls: 0 for no effect and ±100 for the full control effect; nearly all actives have a fitted effect of over 50% in size
# An asterisk follows results filed as active; ? = inconclusive; & = joins results of further samples; [ ] = dose if it differs, or a comment. Calls follow the shape of the dose curve; as a rule, active = well fitted inhibition curve with a large enough effect; inconclusive = small, poorly fitted or top-dose-only effect; inactive = no such curve, though single readings can be large or run the other way. Potency is read from the fitted curve at half-maximal effect. A portion of the library; count on the stated rates, not on these rows.
SMILES,HP1b binding inh,RGS4 inhibitor,JMJD2A Tudor inh
CC(C)(C)c1ccc(S(=O)(=O)N2CCN(c3nc(-c4ccccc4)nc4ccccc34)CC2)cc1,25.8%,-4.9%,-2.1%
CC(=O)c1ccsc1B(O)O,49.0%[activator],-35.2%,-5.0%
CC(C)Sc1nnc2c3ccccc3n(C)c2n1,38.5%[activator],5.7%,-17.7%
c1ccc(N=c2nc(-c3ccccc3)n(-c3ccccc3)s2)cc1,-26.2%[57 µM],-35.7%,-33.1%[57.1 µM]
CCCC[C@H]1CCCO[C@@](C(=O)NCc2ccc(C)o2)(C(F)(F)F)C1,18.3%,-45.2%,-15.9%
CNc1nc(-c2ccccc2)c(-c2ccccc2)s1,28.1%,-6.7%,-10.9%
COCCn1c(=S)[nH]c2cc(C(=O)N3CCN(Cc4ccccc4)CC3)ccc2c1=O,50.1%[activator],17.1%,-21.1%
COc1ccc(-c2nc3c(=O)n(C)c(=O)nc-3n(C)n2)cc1,-5.1%[57 µM],-8.3%,-2.3%[57.1 µM]
CC1C(=O)N(S(=O)(=O)c2ccc([N+](=O)[O-])cc2)[C@H]1c1ccc2ccccc2c1 (stereo partly drawn),-0.1%,-3.1%,-20.0%
Cc1ccc(Nc2ncnc3nc[nH]c23)cc1,37.1%[activator],9.0%,-28.4%
CC(=O)c1ccc(C2CC34CN(Cc5cccc(Cl)c5)S(=O)(=O)C3CC2O4)cc1 (stereo not drawn),58.7%[activator],-3.5%,-22.1%
O=C(NCCc1nc2ccccc2n1CCCOc1ccccc1Cl)C1CCCCC1,19.7%[57 µM],-24.4%,-13.8%[57.1 µM]
O=C(Nc1ccncc1)C1C(=O)c2ccccc2N(Cc2ccccc2)C1=O (stereo not drawn),0.4%,-32.1%,-22.7%
O=S(=O)(Nc1cccc2ccccc12)c1cccc2ccccc12,30.7%,-8.4%,-20.5%
O=C(CCCl)Nc1cccc2cccnc12,68.5%[activator],-53.1%,79.4µM*
C=C1CCN(C(Cc2ccccc2)C(=O)NCc2ccc(Cl)c(Cl)c2)S(=O)(=O)c2ccccc21 (stereo not drawn),30.2%,20.5%,-9.0%
Cn1c(=S)[nH]c2cc(C(=O)N3CCN(Cc4cccs4)CC3)ccc2c1=O,57.1%[activator],2.2%,-9.9%
Clc1ccc(Cn2c3c(c4ccccc42)CCc2cc4ccccc4nc2-3)cc1,122.6%[activator][57 µM],-4.7%,67.7%[activator][57.1 µM]
Cc1ccc(C(c2nnnn2Cc2ccccc2)N2CCN(Cc3ccncc3)CC2)cc1 (stereo not drawn),29.6%,9.1%,-34.8%
CC(NC(=O)COC(=O)c1ccco1)C12CC3CC(CC(C3)C1)C2 (stereo not drawn),52.1%[activator],-6.2%,-6.8%
NC(=O)NN=C1c2cc(S(=O)(=O)N3CCOCC3)ccc2-c2ccc(S(=O)(=O)N3CCOCC3)cc21,46.0%[activator],-16.7%,-22.0%
CC(=O)c1ccc(-c2cccc(C3C4C=CCCC4(C)C(=O)N3Cc3ccccc3)c2)cc1 (stereo not drawn),22.9%,-26.2%,-31.0%
O=C1COCCN1,23.7%,16.8%,-9.7%
COc1ccc(/C=C/c2nnc(NC(=O)COc3ccc(Cl)cc3)s2)cc1,31.6%[57 µM],10.8%,-5.4%[57.1 µM]
Clc1nc(NCC2CCCO2)c2[nH]cnc2n1 (stereo not drawn),18.4%[57 µM],22.9%,-6.9%[57.1 µM]
O=C1c2cc(S(=O)(=O)N3CCOCC3)ccc2-c2ccc(S(=O)(=O)N3CCOCC3)cc21,28.4%,2.8%,-26.2%
Cc1ccc(-c2nnc3ccc(SCC(=O)c4ccccc4)nn23)cc1,9.4%[57 µM],-8.2%,-5.4%[57.1 µM]
C[C@H]1C=CC(=O)C[C@H]1c1c(F)cccc1Cl,25.1%,10.3%,-9.7%
Clc1nc(NCc2ccco2)c2[nH]cnc2n1,5.1%[57 µM],-0.1%,-1.5%[57.1 µM]
COC(=O)C1=C[C@@H](C(=O)OC)C2C3=C(C(=O)[C@@]2(C)NC(=O)c2ccccc2)[C@H](C)n2c(=O)n(C)c(=O)n2[C@@H]3C1 (stereo partly drawn),26.0%,-5.1%,-11.0%
CCCC[C@H]1C2=C3[C@@H](CC(C(=O)OC)=C[C@@H](C(=O)OC)[C@H]3C(C)(C)C2=O)n2c(=O)n(C)c(=O)n21,28.3%,-3.1%,5.5%
Cc1ccccc1OCC(=O)NCC(=O)OCc1cccc2ccccc12,33.4%[57 µM],-2.2%,-13.1%[57.1 µM]
Cn1nc(-c2cccnc2)nc2c(=O)n(C)c(=O)nc1-2,15.2%[57 µM],-19.0%,-0.8%[57.1 µM]
CC(C)(C)c1ccc(S(=O)(=O)N2CCN(c3nc(-c4cccs4)nc4ccccc34)CC2)cc1,12.5%&28.6%,8.7%&13.0%,-8.8%&-24.5%
O=C(c1cccs1)N(Cc1ccco1)c1ccc(O)cc1,2.9%[57 µM],-12.8%,1.5%[57.1 µM]
COc1ccc(-c2ccc(OC)c(C3C4C=CCC(C)C4C(=O)N3Cc3ccccc3)c2)cc1C (stereo not drawn),63.4%[activator],-22.5%,-22.1%

# Shown as a hit in JMJD2A Tudor inh (from the list above):
SMILES,HP1b binding inh,RGS4 inhibitor,JMJD2A Tudor inh
O=C(CCCl)Nc1cccc2cccnc12,68.5%[activator],-53.1%,79.4µM*

# More records follow.
SMILES,HP1b binding inh,RGS4 inhibitor,JMJD2A Tudor inh
CC(C)NC(=O)COC(=O)CNC(=O)C1CCCCC1,10.2%[57 µM],14.2%,-10.8%[57.1 µM]
COc1cc(-c2nn3c(-c4cc(-c5ccccc5)n[nH]4)nnc3s2)cc(OC)c1OC,1.0%[57 µM],-6.6%,-23.1%[57.1 µM]
CC(C)(C)OC(=O)N1C2C=CC1C1=COCCN1C2=O (stereo not drawn),31.6%,9.5%,-9.0%
O=C(COC(=O)c1ccc2ncsc2c1)NC(=O)C1CCCCC1,43.5%[activator],-9.8%,-10.6%
N#Cc1nc(-c2ccc(OCc3ccc(Cl)cc3)cc2)oc1N1CCCCC1,4.3%[57 µM],1.6%,-6.2%[57.1 µM]
COc1ccc2nc3c(cc2c1)Cn1c-3nc2ccccc2c1=O,3.2%,4.9%,2.8%
O=C(COC(=O)CNC(=O)C1CCCCC1)NC1CCCC1,11.8%[57 µM],-7.4%,-20.0%[57.1 µM]
CCCN1CNc2c(c(=O)[nH]c(=S)n2CCc2ccccc2C)C1,34.4%,7.1%,-15.6%
Nc1ncnc2c1nc(Br)n2C1CC(O)C(CO)O1 (stereo not drawn),23.4%[57 µM],7.0%,-6.2%[57.1 µM]
O=C1C2C3CCCC3=C3CCCC3C2C(=O)N1c1ccccc1Cl (stereo not drawn),34.4%,-3.2%,-17.1%
CC12CCC(/C(=N/O)C1=O)C2(C)C (stereo not drawn),27.3%,-5.1%,-9.0%
Nc1cc(C(F)(F)F)ccc1S(=O)(=O)Nc1cccc2c1NCCC2,12.5%,-17.9%,?
C(/Oc1ccccc1)=C1\Nn2c(nnc2-c2cc(-c3ccccc3)n[nH]2)S1,23.7%&20.1%[57 µM],27.6%&-13.6%,-10.8%&-5.4%[57.1 µM]
Cc1ccc(S(=O)(=O)N2CCN(c3nc(-n4cnc5ccccc54)nc4ccccc34)CC2)cc1,5.6%,-13.5%,-23.4%
Cc1ccc(S(=O)(=O)N2CCC(c3nc(-c4cccs4)nc4ccccc34)CC2)cc1,12.2%,8.8%,-7.8%
CCOC(=O)N1CCN([N+]([O-])=NOc2cc(O/N=[N+](\[O-])N(C)C)c([N+](=O)[O-])cc2[N+](=O)[O-])CC1,12.0%,4.5%,-19.3%
COc1ccc(-c2ccc(C(C)=O)cc2)cc1C1C2C=CCCC2(C)C(=O)N1Cc1ccccc1 (stereo not drawn),-5.8%,9.9%,?
CC/C=C/[C@@H](c1ccccc1)[C@H](C)C(O)CC(=O)SC(C)(C)C (stereo partly drawn),79.4%[activator],4.6%,48.3%[activator]
CC1CC=CC2C1C(=O)N(Cc1ccccc1)C2c1ccc(Br)cc1F (stereo not drawn),62.6%[activator],4.0%,4.8%
CC(C)(C)OC(=O)N1C=CCC1CN1C(=O)COCC1=O (stereo not drawn),40.5%[activator],-4.6%,2.8%
O=S(=O)(c1ccc2c(c1)CCCC2)N1CCN(c2nc(-c3ccccc3)nc3ccccc23)CC1,31.8%,3.5%,-15.6%
CCCC/C=C/[C@H](c1ccccc1)[C@H](CO)Cc1ccccc1,146.5%[activator],-11.5%,89.7%[activator]
O=C(NCCCc1nc2ccccc2n1CCCCOc1ccccc1)C1CCCCC1,16.1%[57 µM],-11.4%,-19.2%[57.1 µM]
O=C(NCc1ccccc1)C1(C(F)(F)F)C/C(=C/Cc2ccccc2)CCCO1 (stereo not drawn),7.9%,20.3%,-18.6%
COc1ccc(C2C=C3CNS(=O)(=O)C3CC2OC(=O)c2cccs2)cc1 (stereo not drawn),21.8%,3.3%,-30.3%
Cc1ccc2c(c1)C1(C=CC(=O)C=C1)CC(=O)N2C,25.3%,-14.6%,-22.1%
CCCN1CNc2c(c(=O)[nH]c(=S)n2CCc2ccsc2)C1,30.9%,4.8%,-7.5%
CN1CC2(Cc3cc([N+](=O)[O-])ccc31)C(=O)OC(C)(C)OC2=O,7.0%,3.9%,-18.4%
O=S(=O)(Nc1cccc2cccnc12)c1cccc2cccnc12,12.0%,9.9%,-32.2%
CCCN1CNc2c(c(=O)[nH]c(=S)n2CCc2c(C)cccc2C)C1,41.4%[activator],-16.5%,-15.6%
CCCN1CNc2c(c(=O)[nH]c(=S)n2CCc2ccc(OC)cc2OC)C1,42.0%[activator],-3.0%,-8.8%
COc1cccc2cc(C(=O)N(Cc3cccs3)Cc3cccs3)c(=O)oc12,20.8%,5.9%,-2.1%
COc1ccc(C2Nc3ccccc3C(=O)N2c2ccc(F)cc2)cc1COc1ccc(NC(C)=O)cc1 (stereo not drawn),12.2%[57 µM],-5.7%,-2.3%[57.1 µM]
COc1ccc(C2/C=C\CN(S(=O)(=O)CC34CCC(CC3=O)C4(C)C)CC(=O)N2Cc2ccc(F)cc2)cc1 (stereo not drawn),43.4%[activator],-12.3%,-16.6%
Nc1nc(NCc2ccc(F)cc2)c2[nH]cnc2n1,33.3%,-2.3%,-11.3%
O=S(=O)(c1ccc2c(c1)CCCC2)N1CCN(c2nc(-c3cccs3)nc3ccccc23)CC1,19.0%,12.2%,-12.8%
CC(C)c1ccc(Nc2nc(Nc3ccc(Cl)cc3)nc(N3CCOCC3)n2)cc1,17.7%[57 µM],8.6%,-16.9%[57.1 µM]
CC[Si](CC)(CC)O[C@H]([C@@H](C)COCOC)[C@@H](C)COCc1ccc(OC)cc1,26.5%,3.4%,1.4%
O=c1[nH]cnc2c1ncn2[C@H]1C[C@H](O)[C@@H](CO)O1,18.4%[57 µM],-7.4%,-2.3%[57.1 µM]
CC(=O)Nc1ccccc1NS(=O)(=O)c1ccccc1NO,1.5%,-42.5%,-20.5%
O=C(NCCN1CCOCC1)C1(C(F)(F)F)CC(CCCO)CCCO1 (stereo not drawn),10.4%,-8.3%,-6.2%

# Grouped by structure: the compounds so far containing two or more sulfur atoms
SMILES,HP1b binding inh,RGS4 inhibitor,JMJD2A Tudor inh
Cn1c(=S)[nH]c2cc(C(=O)N3CCN(Cc4cccs4)CC3)ccc2c1=O,57.1%[activator],2.2%,-9.9%
NC(=O)NN=C1c2cc(S(=O)(=O)N3CCOCC3)ccc2-c2ccc(S(=O)(=O)N3CCOCC3)cc21,46.0%[activator],-16.7%,-22.0%
O=C1c2cc(S(=O)(=O)N3CCOCC3)ccc2-c2ccc(S(=O)(=O)N3CCOCC3)cc21,28.4%,2.8%,-26.2%
CC(C)(C)c1ccc(S(=O)(=O)N2CCN(c3nc(-c4cccs4)nc4ccccc34)CC2)cc1,12.5%&28.6%,8.7%&13.0%,-8.8%&-24.5%
Cc1ccc(S(=O)(=O)N2CCC(c3nc(-c4cccs4)nc4ccccc34)CC2)cc1,12.2%,8.8%,-7.8%
COc1ccc(C2C=C3CNS(=O)(=O)C3CC2OC(=O)c2cccs2)cc1 (stereo not drawn),21.8%,3.3%,-30.3%
CCCN1CNc2c(c(=O)[nH]c(=S)n2CCc2ccsc2)C1,30.9%,4.8%,-7.5%
COc1cccc2cc(C(=O)N(Cc3cccs3)Cc3cccs3)c(=O)oc12,20.8%,5.9%,-2.1%
O=S(=O)(c1ccc2c(c1)CCCC2)N1CCN(c2nc(-c3cccs3)nc3ccccc23)CC1,19.0%,12.2%,-12.8%
